LMPTP inh: LMPTP (human) inhibition; inhibition, % at 20 µM; 0.22% of 360,000 active; P24666; recombinant LMPTP-A, OMFP fluorogenic substrate, fluorescence intensity;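 active = compounds that cut the enzyme signal by at least half of the control window in the single-dose screen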;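 also: plate controls were DMSO wells with enzyme plus substrate for no effect and substrate without enzyme for full effect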
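Buffer or medium: Bis-Tris pH 6.0, DTT, detergent; Assay system: LMPTP-A enzyme; Quantity: 0.625 nM enzyme; Detection: endpoint fluorescence intensity; Times: 50 min dark incubation at room temperature; Controls: substrate-only low control, DMSO enzyme-plus-substrate high control; Doses: single 20 µM dose; Read-out: percent inhibition versus substrate-only and uninhibited controls; Reagent: 400 µM OMFP.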
Tb MetRS inh: blocks T. brucei methionyl-tRNA synthetase activity; inhibition, % at 11.9 µM; purified T. brucei MetRS, ATP depletion, Kinase-Glo luminescence; 0.4% of 360,000 active;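 active = inhibition above a per-plate cutoff of the control wells' mean inhibition plus 3 SD, cut at about 5.5% in these data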;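 also: 0% = DMSO wells median and 100% = median of wells with control inhibitor compound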
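Material – parasite MetRS enzyme · Medium – HEPES-MgCl2-KCl buffer plus DTT, spermine, BSA, pyrophosphatase · Reagent – ATP, methionine and E. coli bulk tRNA substrates · Times – 15 min enzyme-compound preincubation, 2 h reaction, 10 min detection, 25 °C · Measured by – luminescence of leftover ATP · Evaluation – percent inhibition relative to median high and low control wells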
SKN-1 block: C. elegans SKN-1 inhibition | inhibition, % at 21.8 µM | 0.49% of 360,000 active | AID 624304 | C. elegans VP596 Pgst-4::GFP/RFP ratio, acrylamide-induced, 24 h;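 active = interference check ratio from 0.5 to 1.5 plus GFP to RFP signal ratio inhibition reaching or exceeding a fixed threshold, cut at about 30% in these data, passing the limit was not always enough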; also: some compounds called inactive have numbers as strong as hits
DNMT1 inh: DNMT1 (human) enzyme inhibition | inhibition (reported as % activation of signal), % at 10 µM | AID 588458 | DNMT1 molecular beacon, Hinp1I cleavage, fluorescence | 0.83% of 360,000 active; in the data active = inhibition above about 50%
Target sequence (P26358 504-1616 limits assumed): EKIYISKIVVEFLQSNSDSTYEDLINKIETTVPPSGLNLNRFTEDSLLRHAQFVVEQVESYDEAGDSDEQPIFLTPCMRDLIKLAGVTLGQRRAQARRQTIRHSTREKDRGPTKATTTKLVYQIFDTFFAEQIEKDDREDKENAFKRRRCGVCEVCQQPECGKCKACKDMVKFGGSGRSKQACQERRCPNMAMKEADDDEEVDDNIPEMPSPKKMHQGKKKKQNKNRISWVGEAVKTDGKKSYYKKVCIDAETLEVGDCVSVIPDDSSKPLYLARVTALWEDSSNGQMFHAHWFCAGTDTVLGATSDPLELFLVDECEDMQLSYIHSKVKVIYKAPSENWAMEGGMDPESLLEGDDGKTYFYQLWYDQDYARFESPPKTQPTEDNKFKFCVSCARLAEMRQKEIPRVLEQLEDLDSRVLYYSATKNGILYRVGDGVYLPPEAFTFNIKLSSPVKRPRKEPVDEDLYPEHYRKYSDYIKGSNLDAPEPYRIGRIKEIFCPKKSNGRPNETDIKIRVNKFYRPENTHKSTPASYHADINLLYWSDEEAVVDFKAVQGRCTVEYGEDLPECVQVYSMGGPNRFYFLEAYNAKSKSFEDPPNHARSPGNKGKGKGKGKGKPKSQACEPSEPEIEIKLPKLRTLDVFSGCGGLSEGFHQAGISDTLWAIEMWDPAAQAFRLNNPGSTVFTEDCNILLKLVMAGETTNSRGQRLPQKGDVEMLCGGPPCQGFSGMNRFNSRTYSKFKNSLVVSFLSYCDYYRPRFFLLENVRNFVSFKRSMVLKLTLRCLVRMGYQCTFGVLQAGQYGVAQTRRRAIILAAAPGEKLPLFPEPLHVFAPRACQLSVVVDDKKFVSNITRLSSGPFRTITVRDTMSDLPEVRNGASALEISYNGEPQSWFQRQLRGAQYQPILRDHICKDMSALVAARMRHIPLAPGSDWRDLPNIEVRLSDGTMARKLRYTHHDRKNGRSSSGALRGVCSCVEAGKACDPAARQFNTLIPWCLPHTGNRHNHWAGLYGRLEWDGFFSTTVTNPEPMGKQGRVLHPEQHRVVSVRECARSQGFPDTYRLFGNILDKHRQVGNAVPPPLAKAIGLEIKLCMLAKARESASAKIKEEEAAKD
Scp-1 inhibitor: inhibitors of human Scp-1 phosphatase; Recombinant Scp1, phosphopeptide, malachite green phosphate absorbance; 0.88% of 340,000 active; inhibition, % at 20 µM;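 active = inhibition above about 50% at 20 µM, limit read from the data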;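 also: plate controls were DMSO wells with enzyme for no effect and wells lacking enzyme for full effect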
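Assay system: SCP-1 catalytic fragment, aa 76-261 | Buffer or medium: Tris acetate buffer pH 5.5 with MgCl2 and Tween-20 | Compound: One concentration, 20 µM, with 1.0% DMSO | Also added: Phospho 17-mer peptide substrate | Signal: Absorbance at 630 nm | Incubation: 45 min enzyme reaction at room temperature | Measure: % inhibition of SCP-1 phosphate liberation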
NRP1-CendR mod: modulators of CendR peptide binding to human neuropilin-1. 0.85% of 360,000 active. AID 602438. O14786. inhibition, % at 25 µM. FAM-RPARPAR peptide binding to NRP-1, fluorescence polarization;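 active = inhibition or corrected inhibition above about 18%, plus a signal ratio from 0.5 to 1.5, limit read from the data, passing the limit was not always enough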; also: strong numbers were not always called active
NadD block: inhibitors of Staphylococcus aureus NadD | purified NadD enzyme, colorimetric absorbance read-out | inhibition, % at 20 µM | 0.78% of 360,000 active | AID 602399; in the data active = inhibition above about 26%; also: some compounds past the cut are filed as inactive
Neddylation inh: inhibitors of human cullin neddylation; P61081+Q13564; TR-FRET cullin neddylation, biochemical; calls only at 25 µM; 0.58% of 360,000 active; in the data active = inhibition above about 36%
SUMO1-SIM PPI: modulators of human SUMO1-mediated protein-protein interactions | P63165 | SUMO1 binding to a labelled peptide, TR-FRET, 1 h | inhibition, % at 20 µM | 0.33% of 360,000 active | AID 602429; in the data active = inhibition above about 37%
STEP inh: inhibitors of human striatal-enriched phosphatase STEP; 0.25% of 360,000 active; AID 588621; inhibition, % at 20 µM; recombinant STEP, OMFP fluorogenic substrate, fluorescence;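 active = inhibition at 20 µM, scaled per plate between control wells, above about 37%, limit read from the data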;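 also: 0% = DMSO with enzyme and substrate and 100% = substrate only without enzyme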
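System: STEP phosphatase, cell-free reaction; Buffer or medium: Bis-Tris pH 6.0 buffer with DTT, detergent; Incubation: 20 min at room temperature, dark; Measured by: fluorescence, 480/540 nm.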
* marks the source's active call; other numbers are inactive results; i = inactive; . = no result given. Some of the compounds tested. The share of hits here may be higher or lower than overall.

Fields – LMPTP inh	Tb MetRS inh	SKN-1 block	DNMT1 inh	Scp-1 inhibitor	NRP1-CendR mod	NadD block	Neddylation inh	SUMO1-SIM PPI	STEP inh
#1 O=C(Nc1ccccc1)N1CC2CC(C1)c1cccc(=O)n1C2 (configuration not stated)
 : -1.7	0.3	4.0	0.7	-5.7	15.0	2.7	i	0.1	-4.9
#2 CCOC(=O)C1C(OC(=O)c2ccccc2)CC2CCC1N2C (configuration not stated)
 : -0.1	0.6	13.2	-0.5	-0.8	-2.2	0.1	i	-4.6	0.6
#3 N[C@H](CO)Cc1ccccc1
 : -2.3	0.0	-8.8	-2.0	-9.0	-3.4	4.1	i	0.7	1.2
#4 COC(=O)C1=C(c2ccc(OCc3ccccc3)cc2)C[C@@H]2CC[C@H]1N2C(=O)NCc1ccccc1OC
 : 8.8	-0.7	19.7	-12.0	.	6.5	2.2	i	2.1	5.5
#5 N#CC1=C(N)Oc2cc(O)ccc2C1c1ccc2c(c1)OCO2 (configuration not stated)
 : -1.5	1.8	0.9	-0.3	5.3	-4.7	-3.4	i	-2.7	-1.7
#6 CSC1=NP(=S)(SC)N2CCCC2=C1C#N (configuration not stated)
 : -0.3	-0.7	-6.8	1.2	-8.0	7.2	-0.2	i	-2.2	4.0
#7 COc1ccc2c(c1OC)CN1CCc3cc4c(cc3C1C2)OCO4 (configuration not stated)
 : 2.3	-1.7	-2.0	-2.6	10.4	3.5	1.0	i	-16.1	-3.0
#8 COC(=O)C1=C(c2ccc(S(C)(=O)=O)cc2)C[C@@H]2CC[C@H]1N2C(=O)NCc1ccc(C(F)(F)F)cc1
 : -0.8	-0.1	-3.2	0.8	-2.7	-3.4	-1.0	i	5.4	-1.2
#9 O=C(c1csc2c1CCCCC2)N1CCC2(CC1)OCCO2
 : -0.7	-0.4	6.2	5.1	-2.7	-5.7	4.7	i	-1.8	0.2
#10 O=C(c1cccs1)c1cn(Cc2ccccc2Cl)c2ccccc12
 : 4.2	-0.3	14.5	-7.7	2.5	16.1	10.4	i	0.2	9.3
#11 O=c1[nH]c2ccccc2n1C1CCN(C(c2ccccc2)c2nnnn2Cc2ccccc2)CC1 (configuration not stated)
 : 5.3	0.4	7.2	-7.2	.	11.2	7.3	i	1.9	5.0
#12 Cc1ccc(N2C(=O)NC(=O)/C(=C\c3cccn3C(C)(C)C)C2=O)cc1
 : 0.2	-0.7	4.8	2.9	4.9	-28.3	3.5	i	-4.0	3.1
#13 CC12C=CC(=O)CC1CCC1C2CCC2(C)C(O)C(O)CC12 (configuration not stated)
 : -4.1	-0.1	-9.8	1.5	-7.7	3.5	-4.9	i	-2.8	2.4
#14 Cc1cc(/C=C2\C(=O)NC(=O)N(Cc3ccccc3)C2=O)c(C)n1-c1ccc(Cl)c(C(=O)O)c1
 : 16.4	0.0	12.4	103.2*	72.2*	-91.5	7.4	i	32.3	83.7*
#15 O=C(CCCn1c(=O)[nH]c2cc(Cl)ccc2c1=O)N1CCC2(CC1)OCCO2
 : -1.0	0.2	0.5	0.5	-10.7	-12.4	-1.7	i	1.8	-0.9
#16 COC(=O)C1=C(c2cc3ccccc3o2)C[C@@H]2CC[C@H]1N2C(=O)N1CCCCC1
 : 1.6	-0.4	5.7	2.0	-0.5	0.1	-5.2	i	-3.6	5.9
#17 CCOC(=O)[C@]12Cc3ccsc3[C@H]1N(Cc1ccccc1)C(=O)c1ccccc12
 : 3.2	-0.3	17.1	4.9	-16.7	16.4	-15.2	i	1.6	1.8
#18 CCCNC(=O)Cn1cnc2sc(C(=O)N3CCC4(CC3)OCCO4)c(C)c2c1=O
 : -1.3	-0.2	7.4	0.3	-8.0	-4.5	4.6	i	-3.4	-2.4
#19 O=C(CCc1ccccc1)N1Cc2cc(N3CCOCC3)ccc2-n2nncc2C1
 : 4.4	-1.0	7.6	9.9	.	6.3	-5.0	i	6.4	-2.3
#20 Nc1ccccc1C(=O)OCc1ccc([N+](=O)[O-])cc1
 : -0.1	-0.9	11.5	1.6	-1.1	11.7	0.5	i	-4.0	-0.8
#21 CC(=NCCCN1CCCCC1)c1c(O)n(Cc2ccccc2)c(=O)[nH]c1=O
 : -2.9	-2.8	-49.8	-4.0	5.2	-7.5	4.2	i	1.0	-2.4
#22 COc1cc(/C=C2\C(=O)NC(=O)N(c3ccccc3)C2=O)cc(OC)c1OC
 : -0.5	0.9	6.1	-2.9	3.2	-1.1	4.6	i	-1.0	-2.7
#23 CC12CN3CCN(C1)CC(C)(C3)C2=NO
 : -0.7	-0.7	10.9	0.9	-0.1	4.0	-0.4	i	5.2	1.7
#24 C/C(O)=C(\C#N)C(=O)Nc1cc(Br)ccc1Br
 : -1.3	-0.9	0.0	0.7	4.8	-7.2	-1.6	i	8.5	-2.4
#25 Cc1ccc(S(=O)(=O)NC(Cc2cnc[nH]2)C(=O)O)cc1 (configuration not stated)
 : -2.3	0.5	12.5	1.7	-4.6	0.3	0.1	i	1.6	-1.5
#26 CN1CSC(=S)N(C)C1
 : -1.2	-0.8	-7.4	2.5	10.8	-13.2	8.1	i	3.7	-3.9
#27 CC(C)(C)P(=O)(N1CCOCC1)N1CCOCC1
 : -1.0	-0.7	-5.1	0.5	-1.5	-6.0	-1.9	i	-0.8	5.8
#28 CN(C)c1ccc([N+](=O)[O-])c([N+](=O)[O-])c1
 : 0.9	-0.3	12.8	-4.9	-9.6	28.7*	-1.9	i	-54.1	-1.0
#29 Cc1ccc(-c2cc(-c3ccccc3)cc(-c3ccccc3)[n+]2-c2ccccc2)cc1
 : 1.8	-0.2	1.0	-1.8	19.6	-0.6	6.8	i	-20.6	1.8
#30 O=c1[nH]c2ccccc2n1C1CCN(C(CCc2ccccc2)c2nnnn2-c2ccc3c(c2)OCCO3)CC1 (configuration not stated)
 : 4.0	-0.8	11.3	-15.9	.	3.5	24.5	i	21.1	0.3
#31 CCN(CC)c1ccc(N=Cc2c(O)[nH]c(=O)[nH]c2=O)cc1
 : 1.7	-0.8	6.5	-3.6	-4.7	-24.5	-4.4	i	-31.3	4.1
#32 Cc1cc(C(=O)OC(C)C(=O)Nc2ccccc2)c(C)n1C1CC1 (configuration not stated)
 : -0.4	0.0	6.9	-2.7	.	-0.6	-2.3	i	0.4	-0.1
#33 CN1CCN(c2ncnc3nc[nH]c23)CC1
 : -2.0	-0.5	6.8	-0.2	-7.7	-2.9	-6.5	i	-0.7	-1.0
#34 C=CCn1c(O)c(C(CC)=NCCN2CCN(C(=S)NC)CC2)c(=O)[nH]c1=O
 : -3.0	-0.5	1.4	-1.9	-9.8	0.1	-2.6	i	-1.1	-2.0
#35 CCOC(=O)CNC(=O)N1Cc2cc(-c3ccccc3)ccc2-n2nncc2C1
 : -0.6	0.1	11.6	6.7	.	2.4	-4.2	i	5.7	2.5
#36 CCCCC/C(=N\O)c1c[nH]c2ccccc12
 : 1.0	1.4	11.7	1.4	-3.0	-16.1	6.7	i	1.2	1.3
#37 COc1ccccc1N1CCN(Cc2cnc(-c3ccccc3)[nH]2)CC1
 : -1.1	-0.4	-7.8	-1.1	-3.5	0.6	-3.5	i	3.6	-0.5
#38 CC(C)n1c(=O)c(C=Nc2cccc([N+](=O)[O-])c2)c(O)n(CCc2ccccc2)c1=O
 : 0.4	-0.8	-4.3	-6.0	-2.7	-6.8	0.3	i	-15.1	0.8
#39 C[C@]12CCC3C(CC[C@H]4C[C@@H](O)CC[C@]34C)C1CC[C@@]2(O)C(F)(F)F (some centres not stated)
 : -1.6	0.2	13.4	6.1	.	-0.1	-1.0	i	4.5	1.8
#40 CCOc1ccc2nc(N=Nc3c(O)[nH]c(=S)[nH]c3=O)sc2c1
 : 14.1	-1.1	21.0	-11.2	-6.9	11.4	4.2	i	-47.3	9.7

An excerpt from above, reduced to NRP1-CendR mod, SKN-1 block and Neddylation inh:
No.	Compound	NRP1-CendR mod	SKN-1 block	Neddylation inh
32	Cc1cc(C(=O)OC(C)C(=O)Nc2ccccc2)c(C)n1C1CC1 (configuration not stated)	-0.6	6.9	i
33	CN1CCN(c2ncnc3nc[nH]c23)CC1	-2.9	6.8	i

Additional results follow:
Fields – LMPTP inh	Tb MetRS inh	SKN-1 block	DNMT1 inh	Scp-1 inhibitor	NRP1-CendR mod	NadD block	Neddylation inh	SUMO1-SIM PPI	STEP inh
#41 C[C@]12CCC3C(C[C@@H](O)[C@H]4C[C@@H](O)CC[C@]34C)C1CC[C@@H]2O (some centres not stated)
 : -0.7	-0.3	23.8	0.5	-3.8	9.0	-0.8	i	-7.6	-2.2
#42 Cc1cc(Cl)nc(N)n1
 : -0.4	0.5	3.3	3.9	5.7	-9.9	-6.4	i	-2.9	-1.4
#43 FC(F)=C(F)CCSc1ncn[nH]1
 : 1.2	-0.5	3.1	1.2	-10.4	7.1	-6.0	i	1.9	-3.9
#44 Cc1c(C(=O)c2ccccc2)c2ccccc2n1C
 : 1.0	-0.7	17.2	-3.2	-14.2	5.3	-8.8	i	-2.5	0.7
#45 Cc1cc(/C=C2/C(=O)NC(=O)N(c3ccccc3)C2=O)c(C)n1-c1ccc(F)cc1
 : 0.0	-0.6	1.3	5.9	10.8	-26.4	2.5	i	5.7	-0.7
#46 CC12CN3C(O)C(C)(C1)CC(C)(C2)C3O (configuration not stated)
 : -1.3	-0.1	8.1	-0.9	-4.0	-1.6	-3.8	i	-3.9	1.8
#47 O=[N+]([O-])c1ccc(N2CCCCCC2)c2ncccc12
 : 2.6	0.0	19.4	0.1	-4.0	-3.1	-1.4	i	-28.8	5.7
#48 Cc1nc2cc(C(=O)N3CCC4(CC3)OCCO4)ccc2n1-c1ccc(Br)cc1
 : 0.1	-0.6	-0.2	2.1	0.5	-8.1	7.3	i	2.3	0.0
#49 CCc1nn(CC(=O)N2CCC3(CC2)OCCO3)c(=O)c2cc3ccccc3n12
 : 0.8	-0.6	-12.0	1.8	8.3	7.9	5.8	i	-11.6	-0.9
#50 COC1/C=C/C=C(\C)Cc2cc(O)c(Cl)c(c2)N(C)C(=O)CC(OC(=O)C(C)C)C2(C)OC2C(C)C2CC1(O)NC(=O)O2 (configuration not stated)
 : -3.4	-0.3	-3.1	0.4	-4.7	-6.1	2.4	i	-6.2	1.1
#51 CN(C)C1(CNC(=O)c2ccc(Cl)c(S(=O)(=O)NCc3ccco3)c2)CCCCC1
 : 0.3	-0.1	-6.8	0.4	-2.2	8.6	-4.5	i	2.4	0.1
#52 CCN(CC)c1ccc(/C=C2\C(=O)NC(=O)N(CC3CCCO3)C2=O)cc1 (configuration not stated)
 : 0.0	-1.1	41.9*	-1.2	-1.8	-19.4	7.6	i	-1.4	-3.5
#53 O=C(C1CC(c2ccc(F)cc2)=NO1)N1CCC2(CC1)OCCO2 (configuration not stated)
 : -1.0	-0.6	-8.2	-14.1	-2.3	3.9	-6.0	i	0.7	-1.8
#54 Cc1ccc(Cn2ccccc2=N)cc1
 : -2.7	0.5	12.9	1.0	-12.3	5.9	-7.4	i	-1.7	1.0
